Assay outcomes deposited in PubChem by Sanford-Burnham Center for Chemical Genomics.
HT1080 cytotoxicity: cytotoxicity in HT1080 fibrosarcoma cells, cell-based, fluorescence readout (AID 620); one-dose cytotoxicity, % at 10 µM; EC50 in µM for titrated hits; actives 0.42% (n = 87,000); HT1080 viability, fluorescence; higher % means a stronger effect; in the data active means cytotoxicity above about 50%;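 further: cells exposed to compound overnight then 4 h with Alamar Blue; 0% = vehicle DMSO and 100% = killing control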
* hit, by the source's call. These rows are one share of the data (hit frequency here may not be typical).

Preview (2 entries):
compound | HT1080 cytotoxicity
CN(C)CCNC(=O)C1CC(=O)N(c2ccc(F)c(Cl)c2)C1 (stereo unspecified) | -20%
COC(=O)C1=C(C(=O)OC)C2(OC1c1ccc(Br)cc1)C(=O)c1ccccc1C2=O (stereo unspecified) | 14%

Results, previewed entries included:
compound | HT1080 cytotoxicity
CN(C)CCNC(=O)C1CC(=O)N(c2ccc(F)c(Cl)c2)C1 (stereo unspecified) | -20%
COC(=O)C1=C(C(=O)OC)C2(OC1c1ccc(Br)cc1)C(=O)c1ccccc1C2=O (stereo unspecified) | 14%
Cc1nnc(SCC(=O)NCc2ccccc2)n1-c1ccccc1 | 2%
CCOC(=O)C1=c2s/c(=C\c3cccnc3)c(=O)n2C(N)=C(C(=O)OC)C1c1cccnc1 (stereo unspecified) | -2%
CC(=Nc1ccccc1)C1=C(O)COC1=O | 18%
Cc1cc2c(cc1C)CSC(c1ccc(O)cc1)SC2 | -18%
Cc1ccn2cc(-c3cnoc3C)nc2c1 | -1%
CCOc1c(Cl)cc(CNC(C)(C)CC(C)(C)C)cc1OC | 3%
CC(C)CC(=O)N1CCN(Cc2ccc3c(c2)OCO3)CC1 | 13%
CCCCOCP(=O)(CC)COCCCC | -14%
COc1ccc(NC(=O)C(=O)NCCN2CCN(C(=O)c3cccs3)CC2)cc1 | 6%
CCCc1nc2ccc(NC(=O)c3ccco3)cc2c(=O)n1Cc1ccc(Cl)cc1 | -6%
O=C1NC(c2ccccc2)=C(c2nc3ccccc3s2)C(c2ccc(F)cc2)N1 (stereo unspecified) | -3%
Cc1nc(NC(=O)CN(C)S(=O)(=O)c2ccc(Cl)cc2)sc1C | -4%
Cc1cccc(NCN2C(=O)c3ccccc3C2=O)c1 | 4%
O=c1c2ccccc2nnn1CSc1nnnn1-c1ccccc1 | 6%
COC(=O)[C@@]1(Cc2ccccc2)[C@H]2c3cc(C(=O)N4CCCC4)n(Cc4ccc(S(C)(=O)=O)cc4)c3C[C@H]2CN1C(=O)c1ccccc1 | -19%
Cc1ccc(N(CC(=O)NCCc2ccccc2)S(=O)(=O)c2c(C)noc2C)cc1 | 9%
O=c1c2c3c(sc2n(CCN2CCCCC2)c(=O)n1Cc1ccco1)CCCCC3 | -19%
COC(=O)Cn1c(C)nc2ccccc21 | 14%
Cc1cc(=O)n2nc(N3CCCC(C(=O)NC(C)c4ccccc4)C3)sc2n1 (stereo unspecified) | 0%
CN(C)c1ccc(C2OC(=O)C(C)(C)C(=O)C2(C)C)cc1 (stereo unspecified) | 19%
CCOC(=O)C1(CC)NC(c2ccco2)C2C(=O)N(C)C(=O)C21 (stereo unspecified) | -4%
COc1ccc(CCC(=O)Nc2cc(Cl)ccc2OC)cc1 | 5%
CCN(CC(=O)NCc1cccs1)S(=O)(=O)c1ccc(C(C)C)cc1 | 9%
CCOc1ccc(Nc2cc(=O)oc3ccccc23)cc1 | 14%
Cc1ccc(N=C2C(=S)N(c3ccc(C)cc3)C(=N)N2/N=C/c2ccc(Cl)cc2)cc1 | -7%
S=c1[nH]nc(Cc2sc(-c3ccccc3)nc2-c2ccccc2)o1 | -7%
O=C(NC1C(=O)NNC1c1ccccc1)c1ccccc1 (stereo unspecified) | 2%
O=C(CNC1CCCCCC1)Nc1ccccc1N1CCCCC1 | -28%
O=C(c1ccc(C#CC2(O)CCCCC2)cc1)N1CCN(C(c2ccccc2)c2ccccc2)CC1 | -15%
C=CCNc1sc(C(=O)c2ccc(Br)s2)c(N)c1C#N | -1%
Cc1c(C(=O)N2CCN(c3ccccn3)CC2)sc2ncnc(N3CCOCC3)c12 | 29%
Brc1ccc(-c2nc(N/N=C/c3cccnc3)c3ccccc3n2)cc1 | 10%
COC(=O)c1cn(CC(=O)N2CCCCC2C)c2ccccc12 (stereo unspecified) | 2%
Cc1nn(-c2ccccc2)c(Cl)c1/C=N/Nc1ccc(S(=O)(=O)Nc2ccccc2C(=O)O)cc1[N+](=O)[O-] | -20%
O=C(CSc1nnc(-c2ccc(Cl)cc2Cl)n1C1CCCCC1)NC1CCS(=O)(=O)C1 (stereo unspecified) | -1%
C=CCc1ccc(OCCOc2ccc(/C=N/n3cnnc3)cc2OCC)c(OC)c1 | 7%
COc1ccc(Cn2cccc(NC(=O)Nc3cccc(C#N)c3)c2=O)cc1 | -9%
CN(C(=O)Nc1ccccc1)C1CCS(=O)(=O)C1 (stereo unspecified) | 4%
CCOC(=O)N1CCN(Cc2ccc(F)cc2F)CC1 | 4%
CCCCNc1cc(=O)oc2ccccc12 | -7%
O=C(OC(C(=O)NCc1cccs1)c1ccccc1F)c1ccco1 (stereo unspecified) | -3%
CCOc1ccc(C(=O)OC2CCN(C)CC2)cc1 | -7%
Cn1ncc(C#N)c1NC(=O)C1CC(c2ccc(Cl)c(Cl)c2)=NO1 (stereo unspecified) | -12%
CCC1=C2CC[C@H]3C(=O)N(CC)C(=O)[C@H]3[C@H]2[C@@]2(Cc3ccccc3)C(=O)N(Cc3ccccc3)C(=O)N2C1=O | -30%
CC[C@H]1C2=C3C(CC[C@H]4C(OCc5ccc(F)cc5C(F)(F)F)OC[C@](C)([C@@H]34)N(C(=O)OC(C)(C)C)C2)C(COC(C)=O)C1COC(C)=O (stereo partly specified) | -11%
Cc1ccc2c(c1)CC1(CN2C)C(=O)OC(C)(C)OC1=O | -10%
COCCn1c(SCC(=O)Nc2cc(C)on2)nnc1-c1ccco1 | 10%
Cc1nc2c(C(=O)N3CCN(C)CC3)cnn2c(C)c1Cc1ccc(Cl)cc1 | 8%
Cn1cc(C(=O)N2CCc3ccccc3C2)c(=O)c2cc(S(=O)(=O)N3CCCCC3)ccc21 | 4%
Cc1ccc(OCCn2cc(C#N)c3ccccc32)cc1 | 7%
CN(C)CCCNS(=O)(=O)c1ccc(N2CCC(c3ccc(Cl)cc3)=N2)cc1 | 14µM*
CCC1=C2CC[C@H]3C(=O)NC(=O)[C@H]3[C@H]2[C@@]2(C)C(=NCC3CC3)OC(=O)N2C1=O | -7%
CC(=O)Nc1ccc(-c2nnc(SCc3ccccc3C#N)n2C)cc1 | -15%
O=C1CCC(=O)N1OCCCOc1ccccc1 | -6%
Cc1ccccc1-n1ccnc1SCC(=O)O | -3%
NC(=O)Nc1ccc(F)cc1 | 11%
CCN1CCCc2cc(CN(CCN3CCOCC3)C(=O)Nc3ccc(C)c(C)c3)ccc21 | -13%
C=CCc1ccc(OCCCOc2ccc(C)c(C)c2)c(OC)c1 | -6%

Some of the entries so far, field by field.
> CCOc1ccc(C(=O)OC2CCN(C)CC2)cc1
  HT1080 cytotoxicity: -7%
> Cn1ncc(C#N)c1NC(=O)C1CC(c2ccc(Cl)c(Cl)c2)=NO1 (stereo unspecified)
  HT1080 cytotoxicity: -12%
> CCC1=C2CC[C@H]3C(=O)N(CC)C(=O)[C@H]3[C@H]2[C@@]2(Cc3ccccc3)C(=O)N(Cc3ccccc3)C(=O)N2C1=O
  HT1080 cytotoxicity: -30%
> CC[C@H]1C2=C3C(CC[C@H]4C(OCc5ccc(F)cc5C(F)(F)F)OC[C@](C)([C@@H]34)N(C(=O)OC(C)(C)C)C2)C(COC(C)=O)C1COC(C)=O (stereo partly specified)
  HT1080 cytotoxicity: -11%

The list goes on:
compound | HT1080 cytotoxicity
CCC(C)(C(=O)NC1CCCC1)N(C(=O)CC1NC(=O)NC1=O)c1ccc(C)cc1 (stereo unspecified) | -2%
Cc1ccc(OCCn2cnc3c(N)ncnc32)cc1 | -26%
CS(=O)(=O)N1CCc2ccccc2C1 | 10%
CCC1=C(OC(=O)N(CC)CC)N2C(=O)OC(=NCCc3c[nH]c4ccccc34)[C@]2(Cc2ccccc2)[C@H]2C1=CC[C@H]1C(=O)N(CC(=O)OC)C(=O)[C@H]12 | -2%
CCN(CC)S(=O)(=O)c1cccc(C(=O)NCCc2ccccc2)c1 | -6%
Cc1nc2ccc(NC(=O)N(C(C)C)C(C)C)cc2s1 | -6%
CCCn1nnnc1SCC(=O)N1CCCC1 | -10%
Cc1ccc(S(=O)(=O)N2CCN=C2c2ccccc2)cc1C | 0%
CCOC(=O)c1cnc2c(Cl)cccc2c1NCCN(C)C | -6%
COc1ccccc1-n1c(C)nnc1SCC(=O)NCc1ccccc1 | 15%
O=C(CSc1nnnn1-c1cccc2ccccc12)Nc1ccc(N2CCOCC2)c(Cl)c1 | -5%
OC1CCN(c2c3c(nc4cc(-c5ccc(Cl)cc5)nn24)CCC3)CC1 | 6%

(next part)
Molecule	HT1080 cytotoxicity
Cc1cccc(NC2=NC(=S)N(CC#N)C23CCCCC3)c1	1%
Cc1ccc(OCC(=O)Sc2ccc(C)cc2)cc1	-8%
Cc1nnc(NC(=O)CSc2nccn2C)s1	-2%
Cc1cc(OCC(=O)N2CCc3ccccc3C2)c2c(-c3ccccc3)cc(=O)oc2c1	18%
O=C(Nc1nncs1)c1cccc(S(=O)(=O)N2CCOCC2)c1	-13%
CC1CC(=O)c2cn3c(nc2C1)nc1ccccc13 (stereo unspecified)	-2%
CC1(C)CC(=O)c2sc(NC(=O)Cc3cccs3)nc2C1	-12%
O=C(NCCc1ccccc1)c1ccc(=O)[nH]c1	-10%
CC(C)c1ccc(C2NC(=O)NC3=C2CCc2ccccc23)cc1 (stereo unspecified)	12%
O=C(COC(=O)c1ccccc1C(=O)N1CCN(c2ccccc2)CC1)Nc1ccc(F)cc1	-4%
O=C(Nc1ccc2c3c(cccc13)CC2)c1ccc(Br)o1	2%
Cc1ccc(Cl)cc1N1CCN(C(=O)C2(S(=O)(=O)c3ccc(Cl)cc3)CC2)CC1	2%
Cc1nc(SCC(=O)Nc2c(C)n(C)n(-c3ccccc3)c2=O)[nH]c(=O)c1C	-4%
COc1ccc(-n2cnc3cc(NCc4ccccn4)ccc32)cc1	18%
Clc1cccc(-c2nnc(SC/C=C/c3ccccc3)n2Cc2ccco2)c1	0%
Fc1ccccc1Cn1nnc(-c2ccc3c(c2)OCO3)n1	0%
CCOc1cc(NS(=O)(=O)c2ccc(Cl)cc2)c(OCC)cc1NC(=O)CC(C)C	10%
COC(=O)CSc1nnc(C)n1-c1cccc(OC)c1	-11%
O=C(CSc1nc2ccccc2o1)Nc1ccc(Cl)cc1	-12%
Cn1c(N)cc(=O)n(Cc2ccccc2)c1=O	15%
CCOC(=O)C1=C(C)Nc2nc3ccccc3n2C1c1ccccc1 (stereo unspecified)	-10%
Cn1c(=O)c2c(nc(N3CCN(c4ccccn4)CC3)n2Cc2ccc(Cl)cc2Cl)n(C)c1=O	-11%
Cc1cccc(/C=C2\CS/C(=C\c3cccc(C)c3)C2=O)c1	-2%
COCCCn1c(C)nnc1SCC(=O)NCc1ccco1	-4%
Cc1ccc(N2C(=O)CC(N3CCN(C)CC3)C2=O)cc1 (stereo unspecified)	1%
Cc1ccc(C(=O)c2coc3ccc(O)c(Cl)c23)cc1	41%
COc1cccc2cc(C(=O)N(Cc3ccccc3)CC3CCCO3)c(=O)oc12 (stereo unspecified)	20%
CCCC(C)C(=O)Nc1ccc(NC(C)=O)cc1 (stereo unspecified)	-17%
COc1cc(Cl)c(C)cc1NC(=O)CCCN1C(=O)CCC1=O	3%
Oc1ccccc1/C=N/Nc1nccnc1Cl	33%
COc1ccc(C2NCCn3cccc32)cc1 (stereo unspecified)	-15%
COc1ccc(-c2csc(Nc3ncccc3C)n2)cc1	-10%
COc1ccccc1CC(=O)N1CCN(c2ccccn2)CC1	-4%
COC(=O)CSc1nnc(CNc2nc(-c3ccccc3)cs2)n1C	-1%
O=C(Nc1cc(Cl)ccn1)C1CCN(S(=O)(=O)c2cccs2)CC1	-7%
CNC(=O)NC(=O)CSc1nc2ccccc2n1CCOC	-5%
COC(=O)c1ccc(C(NC(=O)OCc2ccccc2)/C(I)=C/[C@@H](C)C(=O)NCc2ccncc2)cc1 (stereo partly specified)	-12%
CC(C)COc1ccc(CNC(=S)N/N=C/c2ccc([N+](=O)[O-])cc2)cc1	-13%
CCOc1ccc(-c2nc(CSc3nnc(N)s3)cs2)cc1OC	0%
Clc1ccc(CN(CC2CCCO2)C(c2cccs2)c2nnnn2C2CCCC2)cc1 (stereo unspecified)	-21%
CC1Cc2ccccc2N1C(=O)COC(=O)c1cccnc1Cl (stereo unspecified)	-16%
CCCCSc1nc2ccccc2n1CC(=O)O	4%
O=C(NC1CCCC1)C(c1cccs1)N(C(=O)c1ccco1)c1ccc2c(c1)OCO2 (stereo unspecified)	-2%
CCNC(=O)CC1C(=O)N(c2ccccc2)C(=O)N1CCc1ccc(OC)c(OC)c1 (stereo unspecified)	0%
CCCOc1ccc(C(=O)c2nc3c(n2O)CCCCC3)cc1	-16%
CCC(C)Nc1nc(-c2ccc3c(c2)NC(=O)CO3)cs1 (stereo unspecified)	-2%
O=C(O)c1ccc(-n2nnnc2Oc2cccc3cccnc23)cc1	11%
Cc1nn(C)cc1CNC(=O)c1cccc(Cl)c1	-8%
CN(CC(=O)Nc1ccccc1N1CCOCC1)S(=O)(=O)c1ccc(Cl)cc1	5%
COc1cc(C(=O)Oc2ccc3c(c2)OCC3=O)cc(OC)c1OC	-20%
O=C(CSCCO)Nc1ccccc1	-3%
Cc1cccc(NC(=O)Cn2c(=O)n(CCC(=O)NC3CCCC3)c(=O)c3ccccc32)c1	3%
Cc1ccc(C)c(C(=O)Cn2ncc(Cl)c(Cl)c2=O)c1	29%
COc1ccc(/C=N/NC(=O)CCc2c(C)n[nH]c2C)cc1OC	-10%
CN1CCN(CCCNC(=O)c2nnc(Cc3c(F)cccc3Cl)o2)CC1	-4%
Cc1ccc(CNC(=O)CCSCCC(=O)NCc2ccc(C)cc2)cc1	4%
Cc1ccc(-c2nn3c(C)nnc3c3ccccc23)cc1S(=O)(=O)NC(C)c1ccccc1 (stereo unspecified)	-4%
CCC(=O)N(CC)c1nc(-c2cc(OC)ccc2OC)cs1	25%
Cc1ccc(-c2nnn(CC(=O)N(CC3CCCO3)C(C(=O)NCC3CCCO3)c3ccc(F)cc3)n2)o1 (stereo unspecified)	8%
Oc1ccc(-c2nc(=S)[nH][nH]2)cc1	-1%
O=S(=O)(NCc1ccccc1)c1ccc(Cl)c(S(=O)(=O)NCc2ccccc2)c1	4%
CCOC(=O)c1nn(-c2ccc(C)cc2)c(=O)c2c(N)scc12	-4%
